# Rhodamine autofl = compound autofluorescence in rhodamine spectral region. Rhodamine-region fluorescence, 547/598 nm, Tris buffer; stronger effect = higher value. max dye-equivalent concentration, M. 59,000 compounds, 0.05% hits; in the data active means max dye-equivalent concentration above about 11 nM; inconclusive means between about 1.1 nM and that limit
#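 Read-out is relative fluorescence at 547 nm excitation and 598 nm emission, expressed as dye-equivalent concentration using rhodamine standards on every plate. Each compound was profiled across a concentration series after 15 min in 100 mM Tris, pH 8.0.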
# Caspase-1 inhib = caspase-1 (human) inhibition, allosteric or competitive; P29466; 75,000 compounds, 0.03% hits; Caspase-1 enzyme, Ac-WEHD-AFC fluorogenic rate; Potency, µM (highest dose often 57.5 µM), without a hit: at the highest dose activity change, negative = inhibition, usual class: inhibitors; AID 900;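 further: potency means the concentration at half of the fitted maximal effect; plate controls were vehicle for no effect and no substrate for full effect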
# 15-hLO inh = blocks human 15-lipoxygenase activity | AID 887 | purified 15hLO-1, xylenol orange hydroperoxide absorbance | P16050 | Potency, µM (doses to about 57.1 µM), without a hit: top-dose activity change, negative = inhibition, hits mostly inhibitors | 74,000 compounds, 1.4% hits; further: potency means the concentration at half of the fitted maximal effect; on the % scale 0 is the no-effect control and ±100 the full control effect; nearly all actives have a fitted effect of over 55% in size
#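 Hydroperoxide formed from arachidonic acid (50 uM) by purified human 15hLO-1 (40 nM) oxidizes ferrous iron, and the ferric-xylenol orange complex is read at 573 versus 405 nm. Compounds were preincubated 15 min; reaction ran 6 min at room temperature.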
# HEK293 cAMP ctrl = counter-screen for TSHR agonists: cAMP increase in parental HEK293. 73,000 compounds, 2.5% hits. Potency, µM (top dose mostly 57.1 µM), for the others: at the highest dose activation, usual class: activators. AID 938. parental HEK293 CNG cAMP sensor, membrane potential fluorescence; further: potency means the concentration at half of the fitted maximal effect; % of control where 0% means no effect; nearly all actives have a fitted effect of over 55% in size
#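 Parental HEK 293 cells stably expressing a cAMP-gated CNG channel were loaded with membrane potential dye containing 100 uM RO 20-1724 for 60 min. Compound added for 30 min; depolarization read as fluorescence intensity at 590 nm.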
# Caspase-7 inhib = blocks human caspase-7 allosterically or competitively | recombinant caspase-7, Ac-DEVD-AFC fluorescence rate | AID 889 | Potency, µM (series often up to 57.5 µM), for inactives: top-dose activity change, negative = inhibition, hits mostly inhibitors | P55210 | 75,000 compounds, 0.02% hits; active means well fitted inhibition curve with a large enough effect in the main read-out, with a control signal flat, not every such curve was filed as active; inconclusive means small, poorly fitted or top-dose-only effect, or a change in a side signal; further: potency means the concentration at half of the fitted maximal effect; % of control where 0% means no effect
# Target sequence (P55210 24-198 limits assumed): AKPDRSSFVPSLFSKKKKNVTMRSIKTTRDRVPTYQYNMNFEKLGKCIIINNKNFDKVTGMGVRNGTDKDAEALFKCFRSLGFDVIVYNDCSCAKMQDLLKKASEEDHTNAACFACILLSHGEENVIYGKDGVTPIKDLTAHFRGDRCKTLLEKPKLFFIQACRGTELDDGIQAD
# Target sequence (P55210 207-303 limits assumed): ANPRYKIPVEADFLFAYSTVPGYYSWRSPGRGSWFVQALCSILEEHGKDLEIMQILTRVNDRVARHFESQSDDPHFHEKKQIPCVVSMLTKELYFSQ
# BRCT inh red = disrupts BRCA1 BRCT binding to phosphoprotein, red fluorophore readout. Potency, µM (series often up to 76.9 µM), inactives show top-dose activity change, negative = inhibition, most hits filed as inhibitors. P38398. 75,000 compounds, 0.03% hits. BRCT-phosphopeptide binding, red fluorescence polarization; further: on the % scale 0 is the no-effect control and ±100 the full control effect
#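 Fluorescence polarization: 100 nM His-tagged BRCA1 BRCT with 100 nM TAMRA-labelled phospho-BACH1 decapeptide, phosphate buffer pH 7.3 with 150 mM NaCl, DTT, 0.01% Tween 20; 12 min RT. Binding inhibition seen as FP decrease.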
# HADH2 inh = HADH2 (human) dehydrogenase inhibition | AID 886 | 73,000 compounds, 3.4% hits | Q99714 | recombinant HADH2, NADH fluorescence, beta-hydroxybutyryl-CoA | Potency, µM (doses to about 57.1 µM), inactives show at the top dose activity change, negative = inhibition, most hits filed as inhibitors; further: potency means the concentration at half of the fitted maximal effect; on the % scale 0 is the no-effect control and ±100 the full control effect; nearly all actives have a fitted effect of over 60% in size; many of its hits are not listed in these tables
#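 20 nM HADH2 + cpd, 15 min RT; add 1 mM NAD+/90 uM beta-hydroxybutyryl-CoA; kinetic fluorescence 360/450 nm, 4 min. Tris-HCl pH 9.0, 0.01% Tween-20.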
# Pol III holo inh = blocks replication by bacterial DNA polymerase III holoenzyme | reconstituted DNA polymerase III holoenzyme replication, biochemical | Potency, µM (doses to about 57.1 µM), inactives show at the top dose activity change, negative = inhibition | 71,000 compounds, 0.25% hits; further: potency means the concentration at half of the fitted maximal effect; on the % scale 0 is the no-effect control and ±100 the full control effect
#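 Reconstituted *E. coli* holoenzyme (0.35 nM Pol III, 1 nM beta, 154 nM SSB, 2 nM primase) was preincubated with compound for 15 min at RT. Synthesis on 1.4 nM ssM13Gori ran 35 min, then was stopped with PicoGreen/EDTA and read as dsDNA fluorescence.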
# Tau filament bind = binders of human tau filaments. recombinant tau filaments, thioflavin S fluorescence, 15 h; filaments grown with octadecylsulfate alongside compound. Potency, µM (doses to about 57.1 µM), for inactives: at the highest dose activity change, negative = inhibition. 71,000 compounds, 2% hits;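 further: potency means the concentration at half of the fitted maximal effect; on the % scale 0 is the no-effect control and ±100 the full control effect; actives lower thioflavin S fluorescence by blocking filaments or displacing dye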
# Target sequence (P10636 whole entry, looked up): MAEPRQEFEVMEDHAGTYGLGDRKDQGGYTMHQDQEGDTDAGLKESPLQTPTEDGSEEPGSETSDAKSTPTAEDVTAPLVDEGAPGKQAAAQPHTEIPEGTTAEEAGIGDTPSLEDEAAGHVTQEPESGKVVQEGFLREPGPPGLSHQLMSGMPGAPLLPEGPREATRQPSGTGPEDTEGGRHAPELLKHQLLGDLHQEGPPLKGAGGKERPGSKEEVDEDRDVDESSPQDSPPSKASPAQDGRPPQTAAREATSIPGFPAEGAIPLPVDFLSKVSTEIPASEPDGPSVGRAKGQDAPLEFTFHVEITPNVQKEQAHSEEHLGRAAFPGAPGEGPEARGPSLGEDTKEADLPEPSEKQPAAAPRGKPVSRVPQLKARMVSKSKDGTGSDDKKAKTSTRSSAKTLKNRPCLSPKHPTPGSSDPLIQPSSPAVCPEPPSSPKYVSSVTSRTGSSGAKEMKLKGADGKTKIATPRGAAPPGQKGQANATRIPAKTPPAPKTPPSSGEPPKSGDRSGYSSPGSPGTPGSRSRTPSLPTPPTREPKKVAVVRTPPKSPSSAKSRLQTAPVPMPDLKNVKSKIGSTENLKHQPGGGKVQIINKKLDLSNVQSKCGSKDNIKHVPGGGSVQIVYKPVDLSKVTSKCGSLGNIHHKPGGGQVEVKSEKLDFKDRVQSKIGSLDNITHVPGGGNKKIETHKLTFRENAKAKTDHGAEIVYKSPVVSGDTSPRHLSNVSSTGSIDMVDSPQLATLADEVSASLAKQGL
#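 His-tagged recombinant human tau (exons 2, 3, 10; 1 uM final) fibrillized with 30 uM sodium octadecylsulfate, 15 h at 37 C, in pH 7.4 HEPES buffer with 10 uM thioflavine S and 5 mM DTT. Reduced ThS fluorescence (450/510 nm) marks activity.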
# USP2a inhib = USP2a (human) protease inhibition | Potency, µM (highest dose often 38.3 µM), inactives show at the top dose activity change, negative = inhibition, most hits filed as inhibitors | 60,000 compounds, 0.1% hits | USP2a enzymatic assay, qHTS inhibition | AID 927 | O75604;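 further: potency means the concentration at half of the fitted maximal effect; nearly all actives have a fitted effect of over 60% in size; plate controls were DMSO for no effect and NEM full inhibition control for full effect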
#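 Inhibition is measured in a cell-free coupled assay with 20 nM USP2 core, 20 nM Ub-PLA2 and 20 uM NBD C6-HPC, 2.5 h incubation. Activity normalized to NEM control.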
# BRCT inh green = blocks human BRCA1 BRCT binding to phosphopeptide, green readout. P38398. BRCA1 BRCT-phosphopeptide binding, green fluorescence polarization. Potency, µM (series often up to 76.9 µM), for inactives: at the top dose activity change, negative = inhibition, usual class: inhibitors. 75,000 compounds, 0.05% hits;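 further: potency means the concentration at half of the fitted maximal effect; plate controls were peptide without protein for full effect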
#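 Compounds were incubated for 12 min at room temperature with a complex of 100 nM fluorescein-tagged pBACH1 decapeptide and 250 nM His-tagged BRCT protein. Buffer was phosphate pH 7.3 with EDTA, DTT and Tween 20. Disruption of binding lowers the polarization signal.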
# The depositor's hits bear a star; i = inactive; ? = inconclusive; / = not tested or not shown; & = joins results of further samples; [ ] = dose if it differs, or a comment. Unless noted, the call rests on the fitted dose curve; in most records, active means well fitted curve in the direction sought with a large enough effect; inconclusive means small, poorly fitted or top-dose-only effect, or another doubt; inactive means no such curve, though single readings can be large; an effect the other way counts as inactive or inconclusive. This is a subset (hit frequency here may not be typical).
SMILES,Rhodamine autofl,Caspase-1 inhib,15-hLO inh,HEK293 cAMP ctrl,Caspase-7 inhib,BRCT inh red,HADH2 inh,Pol III holo inh,Tau filament bind,USP2a inhib,BRCT inh green
COc1ccc(C)cc1NC(=O)CN1C(=O)c2ccccc2S1(=O)=O,/,2%,5%,9%,-1%,-0.4%,8%,-1%,31%,/,-2.3%
O=C(NC1CCCCC1)N1CCC(c2nc3ccc(Cl)cc3[nH]2)CC1,i,0%,-4%,-5%,0%,0.5%,4%,-2%,4%,20%,-0.7%
COc1cccc(OCCOCCNCCO)c1,/,-1%,4%,?,3%,0.6%,-1%,/,/,/,-2.1%
CCOC(=O)c1ccc(NC(=O)Cn2cccc2)cc1,i,-1%,3%,12%,0%,-0.7%,10%,-2%,7%,8%,-3.9%
Cc1noc(C)c1C(=O)N1CCC2(CCN(Cc3ccc(C#N)cc3)CC2)CC1,i,-7%,15%,14%,0%,-1.1%,0%,-7%,-14%,-7%,-2.6%
CCC(=O)O[C@H]1C(O[C@@H]2C(C)[C@H](O[C@H]3C[C@@](C)(OC)C(O)C(C)O3)C(C)C(=O)OC(CC)[C@@](C)(O)C(O)[C@H](C)C(=O)C(C)C[C@]2(C)O)OC(C)CC1N(C)C (stereo partly drawn),/,-4%,-27%,/,-9%,-6.4%,/,/,/,47%[activator],-0.2%[3.08 µM]
Cc1nc2sccn2c(=O)c1CCN1CCC(=C(c2ccccc2)c2ccc(F)cc2)CC1,i,-1%,?,?,-2%,-2.3%,?,0%&5%,-56%&15%,/,6.3%
O=C1C(Cl)=C(N2CCOCC2)C(=O)N1c1cccc(Cl)c1,/,-8%,4µM*,-3%[11.4 µM],-6%,-0.7%,4µM*,-1%[11.4 µM],10%[11.4 µM],-3%[7.66 µM],0.1%
O=C(CSc1nc2[nH]ncc2c(=O)n1-c1ccccc1)N1CCCc2ccccc21,i,0%,16µM*,17%,0%,13%,6%,-5%,13%,61%[activator],109%[activator]
O=C(Nc1cccc(O)c1)c1ccc(Br)cc1,i,-2%,-3%,1%,0%,0.7%,-12%,-11%,2%,14%,0.6%
Cc1ccc(S(=O)(=O)NCC(=O)NC2CCCCCC2)cc1,i,1%,3%,1%,1%,-0.4%,13%,5%,5%,5%,-0.5%
Cc1ccc(NC(=O)Cc2nn(C)c(=O)c3ccccc23)cc1F,i,2%,3%,?,0%,0.7%,5%,-2%,11%,0%,1.6%

# Brought forward from above: 4 entries, followed by the next part.
SMILES,Rhodamine autofl,Caspase-1 inhib,15-hLO inh,HEK293 cAMP ctrl,Caspase-7 inhib,BRCT inh red,HADH2 inh,Pol III holo inh,Tau filament bind,USP2a inhib,BRCT inh green
O=C(CSc1nc2[nH]ncc2c(=O)n1-c1ccccc1)N1CCCc2ccccc21,i,0%,16µM*,17%,0%,13%,6%,-5%,13%,61%[activator],109%[activator]
O=C(Nc1cccc(O)c1)c1ccc(Br)cc1,i,-2%,-3%,1%,0%,0.7%,-12%,-11%,2%,14%,0.6%
Cc1ccc(S(=O)(=O)NCC(=O)NC2CCCCCC2)cc1,i,1%,3%,1%,1%,-0.4%,13%,5%,5%,5%,-0.5%
Cc1ccc(NC(=O)Cc2nn(C)c(=O)c3ccccc23)cc1F,i,2%,3%,?,0%,0.7%,5%,-2%,11%,0%,1.6%
N#C[C@H]1CN[C@H](N)N[C@@H]1N,i,-1%[11.5 µM],0%[11.4 µM],0%[11.4 µM],1%[11.5 µM],0.3%[15.4 µM],14%[11.4 µM],-11%[11.4 µM],11%[11.4 µM],/,-0.9%[15.4 µM]
Cc1ccc2cccc(S(=O)(=O)n3nc(C)cc3C)c2n1,i,0%,-9%,5%,-3%,1.0%,-7%,4%,-4%,-4%,0.2%
COc1ccc(Cl)cc1NC(=O)CSc1nnc(Cn2c(=O)sc3ccccc32)n1C,/,1%,-3%,9%,2%,-2.3%,0%,-5%,380%,/,-2.2%
CCOC(=O)COc1ccc(S(=O)(=O)NCc2cccnc2)cc1,i,-1%,3%,-2%,-1%,-0.8%,-11%,-2%,-4%,-2%,-2.1%
Cc1ccc(NC(=O)Cn2cnc3c(=O)n(C)c(=O)n(C)c32)c(C)c1,i,0%,2%,-2%,0%,-1.7%,?,1%,-12%,-1%,1.1%
O=C(O)CN1C(=O)COc2cc(S(=O)(=O)N3CCCC3)ccc21,/,-3%,0%,5%,1%,-2.3%,-8%,-4%,2%,/,-0.9%
CCOC(=O)C1=C(C)OC(N)=C(C#N)C1c1cc(OC)c2c(c1)OCO2 (stereo not drawn),i,-2%,-10%,28%,-3%,-2.7%,?,-2%,3%,6%,-2.0%
C#CCSc1n[nH]c(-c2ccco2)n1,i,0%[11.5 µM],-7%[11.4 µM],8%[11.4 µM],2%[11.5 µM],-0.8%[15.4 µM],6%[11.4 µM],-2%[11.4 µM],8%[11.4 µM],/,-0.5%[15.4 µM]
O=C(c1ccco1)N1CCN(C(c2ccccn2)c2nnnn2C2CCCC2)CC1 (stereo not drawn),i,-1%,-2%,28%,-1%,-0.2%,3%,0%,9%,0%,0.1%
CNC(=O)CSc1nnnn1CCCOC,i,-2%,6%,4%,0%,0.6%,-1%,0%,2%,-2%,-0.8%
Cc1cc(NS(=O)(=O)c2ccc(NC(=O)CCCOc3ccc(Cl)cc3)cc2)no1,i,4%,-7%,-3%,1%,1.0%,-7%,-4%,4%,12%,0.8%
Cc1onc(-c2c(Cl)cccc2Cl)c1C(=O)NCc1ccccn1,/,-1%,-15%,-10%,0%,0.2%,-6%,/,/,/,-1.4%
COc1ccc(OC)c(NC(=O)CC(NCCC2=CCCCC2)C(=O)O)c1 (stereo not drawn),i,0%,-1%,?,0%,0.1%,6%,1%,6%,3%,-0.9%
COC(=O)c1ccc(CSc2ccc3nnc(-c4cccnc4)n3n2)o1,/,-6%,7%,16%,2%,-1.3%,-11%,-3%,2%,/,1.1%
O=C(O)c1cc(Cl)cc(Cc2cc(Cl)cc(C(=O)O)c2O)c1O,i,3%[11.5 µM],2%[11.4 µM],24%[11.4 µM],-3%[11.5 µM],-1.6%[15.4 µM],-16%[11.4 µM],12%[11.4 µM],2%[11.4 µM],/,2.4%[15.4 µM]
Cc1cc2ccccc2c(=O)n1CC(=O)NCC(=O)N1CCCC1,i,-2%,6%,14%,0%,1.0%,-13%,1%,5%,2%,-1.5%
CC(C)C(=O)Nc1ccc(NC(=O)c2cccc(F)c2)cn1,i,-1%,-11%,2%,0%,0.0%,4%,-2%,-7%,-8%,-3.4%
O=C(NC1CCCCC1)N1CCc2ccccc21,i,2%,0%,3%,-1%,0.2%,2%,-6%,-7%,-3%,0.5%
CC(=O)OCCN1C(=O)c2cccnc2C1=O,i,-3%,20%,5%,-2%,-0.5%,-4%,1%,-10%,-5%,-0.8%
CCN(CC)CC(O)COc1ccccc1C(=O)CCc1ccccc1 (stereo not drawn),/,-1%,6%,?,0%,-0.1%,-1%,-6%,2%,3%,-2.9%
COc1cccc(N2CCN(S(=O)(=O)c3ccc4nc(-c5ccccc5)[nH]c4c3)CC2)c1,i,-2%,-12%,?,-1%,0.1%,-10%,-2%,106%,37%[activator],0.1%
COC(=O)[C@H]1C[C@@H]1[C@H](NS(=O)(=O)c1ccc(-c2ccccc2)cc1)c1ccccc1,/,-2%,/,?,-2%,-0.6%,15%,3%,14%,/,-0.4%
Cc1onc(-c2c(Cl)cccc2Cl)c1C(=O)NC(C)(C)CO,i,0%,5%,-2%,2%,-0.1%,6%,-1%,5%,6%,0.2%
Cc1cc(C)n2cc(CSCc3ccco3)nc2n1,i,-11%,-24%,16%,-7%,-1.7%,-19%,-2%,10%,-11%,-0.2%
Cc1ccc(S(=O)(=O)c2nc(NC3CCS(=O)(=O)C3)sc2Cl)cc1 (stereo not drawn),i,-1%,-9%,21%,1%,-7.4%,0%,-5%,-17%,12%,2.0%
Cn1c(Cn2c(=O)sc3ccccc32)nnc1SCC(=O)N1CCN(c2ccccc2)CC1,/,1%,5%,13%,-2%,0.1%,-6%,2%,6%,/,-3.0%
COc1ccc(Cl)cc1S(=O)(=O)n1cnc2ccccc21,/,-2%,-14%,30%,-1%,-1.6%,5%,/,/,/,0.0%
Cc1cnc(C)c(N2CCC(C(=O)NCc3cccs3)CC2)n1,i,-3%,4%,17%,-4%,0.9%,9%,-3%,3%,-2%,0.6%

# From PubChem
